# High-throughput results deposited in PubChem by several laboratories.
# PMI inhibitors: inhibitors of human PMI, primary screen, biochemical, fluorescence intensity, coupled assay (AID 1209); purified PMI enzyme, coupled fluorescence intensity; higher % means a stronger effect; one-dose inhibition, % at 20 µM; IC50 in µM for titrated hits; 0.42% of 190,000 active;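 also: plate controls were DMSO vehicle for no effect and wells lacking substrate for full effect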
# T cell HTS: T cell immune modulators affecting CD8 T cell-vesicle binding. 2C CD8+ T cell-vesicle binding, flow cytometry; stronger effect = lower value. calls only at 7 µM. 0.068% of 330,000 active;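 active = response, share of CD8 T cells binding vesicles, and their 90th percentile fluorescence all below set limits, cut at about 80% in these data, passing the limit was not always enough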
#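 Assay system – 2C mouse CD8+ T cells · Also added – QL9-loaded Drosophila micro-vesicles · Timing – Cell–vesicle co-incubation 1.5 h at 37 °C, staining 20 min on ice · Signal – flow cytometry of vesicle-bound cells · Measure – percent CD8+ FL2 mean versus row control · Controls – Peptide-free naked vesicles (low) and QL9 vesicles with 0.7% DMSO vehicle (high)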
# TNAP activation fold: stimulation of alkaline phosphatase TNAP activity – biochemical, luminescent, no phosphate acceptor, uHTS, primary screen (AID 1001). activation fold at 20 µM, or EC50 in µM where a hit was titrated. purified TNAP, luminescent activation assay, no phosphate acceptor; higher activation fold means a stronger effect. 0.03% of 200,000 active; in the data active = activation fold from about 3, or a potency from the dose series; inactive = the rest, 99 in 100 with activation fold below about 1.6; also: many of its hits are not listed in these tables
# human PMI inhibitors: MPI inhibition at elevated mannose 6-phosphate – biochemical, fluorescence intensity, high mannose 6-phosphate, primary screen (AID 1220) | recombinant PMI enzyme, coupled fluorescence intensity; higher % means a stronger effect | 0.66% of 190,000 active | one-dose inhibition, % at 20 µM; IC50 in µM for titrated hits
# Autophagy HCS: modulators of autophagy; calls only at 10 µM (by protocol); MEF GFP-LC3 puncta imaging; test concentration mostly 10 µM; AID 463193; 0.98% of 190,000 active;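 active = percentage of spot-positive cells more than 3 SD above its plate mean, without a fluorescence outlier flag or 80% toxicity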;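 also: spot-positive cell cutoff set from DMSO-treated cells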
# Ins promoter up: MIN6 insulin promoter up-regulation; MIN6 insulin promoter-GFP reporter, high-content imaging; stronger effect = higher value; z-score at 5 µM; 0.3% of 190,000 active;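 active = z-score above 3 at 5 µM with at least 500 cells counted in the well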
# Lipid droplet: modulators of hepatic lipid droplet formation | AML12 mouse hepatocytes, oleate lipid droplets, BODIPY imaging | inhibition, % at 6.5 µM | 0.4% of 240,000 active | AID 1656;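 active = lipid droplet intensity inhibited by at least 50%, with more than 500 cells counted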
#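 Technique: fluorescence imaging, 20x objective, two fields per well / Assay system: AML12 hepatocytes (mouse) / Measure: % inhibition of lipid droplet signal / Doses: 6.5 µM single-point dosing / Incubation: overnight exposure / Reagent: 100 µM oleic acid challenge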
# MT stabilizer: microtubule stabilizers in HeLa cells. % tubulin-high responders, % at 10 µM. HeLa tubulin immunostaining HCS, 24 h; share of cells brighter than vehicle mean+2SD. 0.83% of 200,000 active;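 active = plate Z-score above 3 for both tubulin-high and condensed-nucleus cell shares, with cell loss under 80%, at 10 µM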;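 also: anti alpha tubulin signal scored within the nucleus-defined area of each cell; some results filed as inactive read as strong as hits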
# b-catenin transl: modulators of beta-catenin nuclear translocation. HeLa beta-catenin nuclear translocation, immunofluorescence imaging. nuclear translocation activity, % at 5 µM. 0.3% of 190,000 active. AID 1665;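 active = nuclear translocation activity above 50% at 5 µM, with a well cell count of 50 or more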;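 also: per-cell ratio of nuclear to cytoplasmic median beta-catenin stain intensity; plate controls were DMSO negative control for no effect and GSK-3 inhibitor IX positive control for full effect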
#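 Technique: fluorescence imaging of beta-catenin antibody stain plus DAPI / Material: human HeLa cell line / Incubation: compound treatment 24 h, 37°C, 5% CO2 / Read-out basis: % activation of per-cell nuclear versus cytoplasmic median beta-catenin signal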
# Ins promoter up cell count: second read-out of Ins promoter up, no call of its own (marks repeat the call); cell count; measured here: cytotoxicity, nuclei count;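 total cells summed across four imaged fields per well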
# Lipid droplet cells 6.5 µM: second read-out of Lipid droplet, no call of its own (marks repeat the call); cell count; measured here: cell count, cytotoxicity flag;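 cells counted across two imaged fields per well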
# b-catenin transl cell count 5 µM: further read-out of b-catenin transl, marked with its call; cell count; measured here: cell count, cytotoxicity flag
# T cell HTS vesicle-bound %: also measured in T cell HTS; calls as there; double positive events, %; measured here: CD8+ vesicle-bound cell fraction;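 binding gate set so that unloaded-vesicle control wells show 10% double positive cells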
# MT stabilizer Hoechst-high %: second read-out of MT stabilizer, no call of its own (marks repeat the call); % Hoechst-high responders; measured here: nuclear condensation Hoechst responders;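 share of cells brighter than vehicle mean plus two SD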
# MT stabilizer cytotoxicity %: second read-out of MT stabilizer, no call of its own (marks repeat the call); toxicity, %; measured here: cytotoxicity by cell density;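 0% = mean cell density of plate MIN control wells and 100% = no cells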
# Autophagy HCS cell loss 18 h: also measured in Autophagy HCS; calls as there; toxicity, %; measured here: cell loss, nuclei count;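 cell loss after 18 h compound exposure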
# * marks the source's active call; other numbers are inactive results; i = inactive; . = no result given. Rule as the data show it, unless noted: active = inhibition above about 50%; inactive = the rest. Outcome played no part in choosing rows; any-hit rate near 2.9%.
# Screens in order – Ins promoter up cell count	MT stabilizer	Autophagy HCS cell loss 18 h	Lipid droplet	Ins promoter up	PMI inhibitors	T cell HTS	T cell HTS vesicle-bound %	b-catenin transl	MT stabilizer cytotoxicity %	MT stabilizer Hoechst-high %	b-catenin transl cell count 5 µM	human PMI inhibitors	TNAP activation fold	Lipid droplet cells 6.5 µM	Autophagy HCS
COC(=O)CN1C(c2ccc(Cl)cc2)=Nc2ccc(Cl)cc2C1c1ccccc1 (stereo not given)
 : 1555	3.6	12	-17	0.03	12%	i	37	-1.3	7.5	2.0	1044	4%	1	628	i
Cn1nc(-c2ccccc2)cc1NC(=O)Nc1ccccc1F
 : 1057	.	.	-18	1	.	i	18	1.2	.	.	1272	.	.	690	.
Cn1cc(C=O)c2cc(F)ccc21
 : 1466	1.7	1	-3	-0.56	4%	i	30	-0.5	9.2	2.3	968	8%	1.1	645	i
O=C(CSc1ncc(C(=O)O)n1-c1ccc(F)cc1)NCc1ccc2c(c1)OCO2
 : 1582	3.7	4	-4	0.23	-12%	i	19	2.6	7.9	1.2	985	-12%	1.1	581	i
Cc1ccc2cc3c(NC(=O)c4cccnc4)nn(C)c3nc2c1
 : 926	1.7	-18	.	-1.2	6%	i	46	0.0	12	2.4	697	3%	1.1	.	i
CCOC(=O)C(=O)N1CCN(CC)CC1
 : 2293	1.6	33	6	0.1	9%	i	23	-2.0	3.7	1.1	1013	0%	1.1	622	i
Fc1ccc(-c2csc(NC3=NCCC3)n2)cc1
 : 1378	3.0	-16	-7	0.62	-2%	i	36	-1.8	8.5	3.0	1079	2%	1.1	679	i
CN(Cc1cccnc1)C(=O)CC1C(=O)NCCN1CC(c1ccccc1)c1ccccc1 (stereo not given)
 : .	2.4	1	30	.	.	i	62	-0.3	10	2.7	1534	.	1.1	772	i
Cc1ccc(-c2ccc(CCC(=O)O)o2)cc1
 : 1553	2.6	-4	.	-0.08	6%	i	20	-4.5	1.3	1.5	1428	9%	1.1	.	i
CCCCCC1CCC(c2ccc(/C(N)=N/O)cc2)CC1 (stereo not given)
 : 1003	.	.	1	-0.66	.	i	30	-0.5	.	.	1246	.	.	751	.
Nc1nnc(SCC(=O)N2CCN(c3ccccc3)CC2)s1
 : 1214	1.8	-13	.	0.07	-4%	i	39	-1.6	8.1	1.6	1190	-6%	1.1	.	i
N#C/C(=C\c1c(N2CCOCC2)nc2ccccn2c1=O)S(=O)(=O)c1ccccc1
 : 1702	1.8	2	.	0.4	7%	i	32	-2.3	4.7	2.6	1377	0%	1	.	i
COc1ccc(NS(=O)(=O)c2ccc(NS(C)(=O)=O)cc2)cc1
 : 1045	6.8	17	.	-0.92	5%	i	8	-2.6	1.4	2.0	1011	3%	1.1	.	i
COc1ccccc1NC(=O)CCn1c(=O)sc2ccccc21
 : 1234	3.7	0	6	0.04	1%	i	30	-1.1	6.0	2.1	1179	0%	1.1	745	i
CN(C)c1oc(-c2ccccc2Cl)nc1C#N
 : 1322	0.8	4	-1	-0.34	10%	i	24	-0.3	19	3.6	1053	5%	1.2	746	i
COc1ccc(NC(=S)NCc2ccc(S(N)(=O)=O)cc2)cc1OC
 : 1097	0.8	7	-3	1.6	-3%	i	66	-2.7	4.3	1.4	1162	15%	1.1	677	i
CCOC(=O)N1CCN(C(=O)c2ccc(Oc3ccc([N+](=O)[O-])cc3)cc2)CC1
 : 1551	5.7	-1	4	0.08	-7%	i	32	-2.9	0.4	1.1	938	-3%	1	650	i
CN(C(=O)c1ccc(C#N)cc1)c1nnc(-c2cnccn2)s1
 : 1054	.	.	-18	-0.32	.	i	26	1.4	.	.	1284	.	.	632	.
CC1CCN(c2nc3c(cc2C#N)COC(C)(C)C3)CC1
 : 1463	3.7	-10	-8	-0.02	14%	i	37	-3.5	8.4	1.6	1095	7%	1.1	740	i
CCCCS(=O)(=O)Nc1ccc(Cc2ccncc2)cc1
 : 1138	2.8	3	17	0.1	8%	i	34	-0.9	22	1.9	1222	7%	1.1	702	i
Cc1ccccc1C(=O)NNC(=O)Cc1ccccc1
 : 931	2.4	-1	18	-0.77	-9%	i	50	0.4	0.8	1.7	1198	-12%	1.1	767	i
CCCCn1c(N)c(N(CCC(C)C)C(=O)CSc2nnc(C)s2)c(=O)[nH]c1=O
 : 1228	1.7	5	.	-0.25	0%	i	26	-0.2	11	1.2	953	-1%	1.2	.	i
CC(=O)N1CCc2cc(S(=O)(=O)NCCCOC(C)C)ccc21
 : 766	2.2	1	7	0.19	-7%	i	59	.	7.3	1.6	.	-9%	1.1	769	i
Clc1ccc(-c2nnc(SCc3nc4ccccc4s3)o2)cc1
 : 1474	2.5	6	4	-0.1	16%	i	50	-0.2	5.4	2.2	1399	9%	1	677	i
O=C(c1nnc(-c2ccncc2)o1)c1ccccc1Cl
 : 1121	1.3	-8	.	-0.47	-3%	i	57	0.8	5.7	1.4	1144	-3%	1.1	.	i
Cn1c(CNC(=O)c2ccc(Cl)cc2)nnc1SCC(=O)Nc1sc2c(c1C#N)CCCC2
 : 980	0.9	1	20	-1.2	1%	i	42	.	11	1.1	.	-4%	1.1	766	i
FC(F)(F)c1cccc(N2CCC(N=CN3CCCCCC3)=N2)c1
 : 1191	2.8	13	-8	-0.2	12%	i	19	-2.3	5.7	1.4	1080	6%	1.1	693	i
CCOC(=O)c1cnc2ccc(C)cc2c1Sc1ccc(F)cc1
 : 1218	4.4	21	.	0.99	5%	i	14	-0.8	2.8	0.9	1475	1%	1	.	i
Cc1nonc1NCn1nnc2ccccc21
 : 1576	2.6	0	.	1.2	10%	i	64	-1.2	8.4	1.4	1378	8%	1	.	i
O=c1[nH]ncc(N/N=C\c2ccc(O)cc2O)c1Cl
 : 1506	2.6	-6	10	0.39	15%	i	61	-6.5	5.1	1.5	927	19%	1.1	661	i

# Some entries already given with just human PMI inhibitors.
Structure	human PMI inhibitors
O=C(c1nnc(-c2ccncc2)o1)c1ccccc1Cl	-3%
Cn1c(CNC(=O)c2ccc(Cl)cc2)nnc1SCC(=O)Nc1sc2c(c1C#N)CCCC2	-4%

# The list goes on.
# Screens in order – Ins promoter up cell count	MT stabilizer	Autophagy HCS cell loss 18 h	Lipid droplet	Ins promoter up	PMI inhibitors	T cell HTS	T cell HTS vesicle-bound %	b-catenin transl	MT stabilizer cytotoxicity %	MT stabilizer Hoechst-high %	b-catenin transl cell count 5 µM	human PMI inhibitors	TNAP activation fold	Lipid droplet cells 6.5 µM	Autophagy HCS
Cc1ccc(/C(N)=N/OC(=O)CCc2ccccc2)cc1
 : 1431	1.2	-11	.	0.43	15%	i	21	1.2	6.3	1.6	1418	14%	1.1	.	i
COc1cc(/C=C(\C#N)c2ccccn2)ccc1OCc1ccccc1Cl
 : 1502	1.8	-9	-6	-0.91	7%	i	46	1.4	8.3	3.1	1130	9%	1.1	625	i
CCOc1ccccc1C(=O)NCC(=O)OCC(=O)c1ccc2c(c1)OCCO2
 : 1334	5.7	16	.	0.9	-3%	i	41	3.1	8.3	2.8	727	-13%	1.1	.	i
C=CCn1c(O)c(C=Nc2ccccc2)sc1=S
 : 1430	1.6	-6	29	-0.15	6%	i	42	-0.4	8.2	1.7	942	11%	1	729	i
COc1ccc(-c2c(C(F)(F)F)oc3cc(OCC(=O)Nc4ccccc4C(F)(F)F)ccc3c2=O)cc1OC
 : 1068	5.2	5	-32	-1.7	4%	i	40	2.5	2.9	4.4	527	14%	1.2	628	i
COc1ccc(N2CCN(c3nc(Cl)nc(N4CCOCC4)n3)CC2)cc1
 : 888	3.4	1	5	-0.41	4%	i	39	-1.4	6.8	1.3	1222	12%	1	793	i
COc1ccc(Cl)cc1NC(=O)c1cc(-c2ccccc2O)n[nH]1
 : 1092	3.0	9	1	-0.66	10%	i	52	-0.1	8.3	2.1	474	15%	1.3	717	i
CCN(C(=O)COC(=O)/C=C/c1ccc(S(=O)(=O)N2CCc3ccccc32)cc1)C1CCS(=O)(=O)C1 (stereo not given)
 : 1459	5.3	18	-24	-0.53	-2%	i	58	6.7	8.4	1.4	829	3%	1	681	i
Cc1oc(-c2ccc(Cl)cc2)cc1C(=O)/C(C#N)=C/Nc1cccc(OC(F)(F)F)c1
 : 1381	.	.	-1	-0.2	.	i	56	-0.4	.	.	1276	.	.	713	.
CC(C)Cn1c(N)c(C(=O)COC(=O)c2cc(C(F)(F)F)nc3ccccc23)c(=O)n(C)c1=O
 : 1145	5.0	-12	-5	-0.77	16%	i	6	.	6.5	1.4	.	18%	1	741	i
Cc1ccc(O)c(C(=O)/C=C/c2ccc3c(c2)OCCO3)c1
 : 1136	6.0	-2	-1	-0.26	3%	i	50	-0.1	5.5	2.6	1152	2%	1.1	668	i
COCCNC(=O)CN(Cc1ccc(Cl)cc1)S(C)(=O)=O
 : 916	3.0	-1	4	0.2	2%	i	50	-2.2	5.3	2.8	1197	-2%	1.1	829	i
CS(=O)(=O)N(CC(=O)N/N=C/c1cc([N+](=O)[O-])ccc1Cl)c1ccccc1
 : 816	2.0	-8	1	0.36	4%	i	4	-9.4	5.6	1.6	1202	2%	1	717	i
CCc1ccc(NC(=O)C2CC(=O)Nc3ncnn32)cc1 (stereo not given)
 : 1225	4.9	1	-11	-0.04	-12%	i	28	1.1	6.7	2.7	922	-8%	1.1	707	i
COc1ccc(NC(=S)N(CCc2c(C)[nH]c3ccc(C)cc23)Cc2cccs2)cc1
 : 1136	4.6	13	4	-0.68	12%	i	31	0.5	8.8	1.6	518	15%	1.1	767	i
C=CCc1c(C)nc(SC)nc1Nc1ccc(C)cc1
 : 843	1.4	3	-21	0	17%	i	23	-1.3	5.1	1.3	1179	7%	1.1	773	i
